# V-ATPase pHluor: regulators of yeast V-ATPase proton transport; S. cerevisiae, pHLuorin cytosolic pH fluorescence; response, % at 10 µM; 0.37% of 350,000 active; in the data active means response mostly above about 7.3%, no sharp cut-off; inactive means mostly below about 5.4%; further: actives read high; inactives centre near 0; some compounds called inactive have numbers as strong as hits
# Wnt bcat act: activates Wnt/beta-catenin signaling in a reporter cell assay | activation, % at 9.35 µM | AID 743398 | activator, plate reader | 1.2% of 300,000 active; in the data active means activation above about 30%, passing the limit was not always enough; inconclusive means no clear call, values can overlap the other calls;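 further: 0% = neutral control wells and 100% = positive control wells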
# CAL PDZ FP-1: inhibitors of human CAL PDZ peptide binding. AID 602252. inhibition, % at 24.9 µM. purified CAL PDZ, TMR-peptide fluorescence polarization, 1 h. 0.92% of 300,000 active;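 active means mean inhibition of at least 30% with at least half of replicates also reaching 30%; inconclusive means no clear call, values can overlap the other calls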;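 further: 0% = DMSO neutral control and 100% = excess unlabeled competitor peptide PRC23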
# dFosB act: mouse delta FosB homodimer activation; 0.99% of 340,000 active; P13346; activation, % at 25 µM; purified delta FosB, TAMRA-CDK5 oligo fluorescence polarization; percent of positive-control signal above neutral wells;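 active means mean activation above about 17%, with every replicate also reaching it, limit read from the data, passing the limit was not always enough; inconclusive means only one of the two conditions met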;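 further: fluorescence polarization rise as delta FosB binds a TAMRA Cdk5 AP-1 oligo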
# Target sequence (P13346 whole entry, looked up): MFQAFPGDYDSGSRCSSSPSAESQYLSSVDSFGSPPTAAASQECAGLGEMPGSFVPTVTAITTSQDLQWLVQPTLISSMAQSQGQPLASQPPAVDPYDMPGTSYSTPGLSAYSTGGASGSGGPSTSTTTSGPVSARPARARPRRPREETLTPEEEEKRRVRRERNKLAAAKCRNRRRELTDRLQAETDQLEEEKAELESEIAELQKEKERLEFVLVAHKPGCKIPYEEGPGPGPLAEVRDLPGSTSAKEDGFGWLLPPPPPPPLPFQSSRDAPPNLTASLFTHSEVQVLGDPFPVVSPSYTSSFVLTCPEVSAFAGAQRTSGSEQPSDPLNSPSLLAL
# CDK5 p35 inh: CDK5/p35 (human) kinase inhibition; AID 488839; Q00535+Q15078; inhibition, % at 10 µM; 0.01% of 330,000 active; Recombinant CDK5/p35, ADP-Glo luminescence, 60 min;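 active means highest replicate inhibition of at least 50% and at least 75% of replicates reaching 50%; inconclusive means only one of the two criteria met; inactive means both criteria failed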;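 further: plate controls were DMSO neutral control for no effect and GW8510 at 10 µM for full effect; many of its hits are not listed in these tables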
# Target sequence (Q00535 whole entry, looked up): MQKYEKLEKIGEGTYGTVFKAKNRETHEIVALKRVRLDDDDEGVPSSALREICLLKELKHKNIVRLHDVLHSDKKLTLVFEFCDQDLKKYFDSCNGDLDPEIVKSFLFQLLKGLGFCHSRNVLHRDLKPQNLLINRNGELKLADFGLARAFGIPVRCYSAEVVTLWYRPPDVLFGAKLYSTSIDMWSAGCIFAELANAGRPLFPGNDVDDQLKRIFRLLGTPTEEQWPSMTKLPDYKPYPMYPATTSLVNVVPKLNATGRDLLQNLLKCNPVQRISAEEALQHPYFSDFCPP
# Target sequence (Q15078 whole entry, looked up): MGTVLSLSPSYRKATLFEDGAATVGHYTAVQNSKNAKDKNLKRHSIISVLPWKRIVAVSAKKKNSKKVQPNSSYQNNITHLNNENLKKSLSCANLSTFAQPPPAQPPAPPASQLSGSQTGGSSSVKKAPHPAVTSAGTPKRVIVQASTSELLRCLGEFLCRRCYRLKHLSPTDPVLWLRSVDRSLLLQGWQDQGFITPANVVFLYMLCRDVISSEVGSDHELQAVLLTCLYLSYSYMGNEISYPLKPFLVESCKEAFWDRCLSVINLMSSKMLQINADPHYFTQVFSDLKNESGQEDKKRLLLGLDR
# CAL PDZ FP-2: human CAL PDZ-peptide interaction inhibition | purified CAL PDZ, TMR-peptide fluorescence polarization, 1 h | inhibition, % at 20 µM | 0.02% of 330,000 active | AID 504414;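 active means highest replicate inhibition of at least 40%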;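 further: plate controls were DMSO neutral control wells for no effect and unlabeled competitor peptide control wells for full effect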
#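 material = purified tagged CAL PDZ domain construct (CerCALP) | buffer or medium = sodium phosphate/NaCl buffer pH 7.4 with TCEP, IgG, Thesit | reagent = TMR-labelled reporter peptide T*-PRC34 bound in PDZ groove | incubation = 1 h room-temperature incubation prior to read | measured by = fluorescence polarization (mP) | evaluation = percent inhibition from loss of millipolarization | control set = unlabelled peptide and DMSO controls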
# cardiac RTF act: cardiac RTF calcium sensitization. P19429+P45379. IANBD-labeled TnC RTF fluorescence at EC20 calcium; 0% EC20 calcium, 100% full calcium. activation, % at 7.2 µM. 0.24% of 340,000 active. AID 493008;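 active means activation above the mean over all tested compounds plus 3 SD, cut at about 30% in these data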;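 further: rise in fluorescence read as greater calcium sensitivity of cardiac thin filaments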
# Rtt109 Vps75: C. albicans Rtt109 histone acetyltransferase inhibition; Q5AAJ8; purified Rtt109/Vps75, ThioGlo CoA-SH fluorescence, 4 h; inhibition, % at 34.9 µM; 0.16% of 330,000 active; AID 540336;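 active means inhibition of at least 50% in every replicate; inconclusive means best replicate reaches 50% inhibition but some replicates fall short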
# Tat export inh: inhibitors of E. coli Tat protein transport | E. coli MC4100 TorA-mCherry Tat export, fluorescence | inhibition, % at 10 µM | 0.036% of 340,000 active | AID 488895;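 active means mean replicate inhibition at least 50% and at least half of replicates individually reaching 50%; inconclusive means only one of the two criteria met; inactive means neither criterion met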;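 further: exported cargo escapes ClpAP degradation while cytoplasmic cargo is degraded and loses fluorescence; 0% = median of neutral control wells and 100% = median of NaSCN control wells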
# MITF TRPM1 HTS: increases MITF-driven TRPM1 promoter luciferase signal; SK-MEL-5 TRPM1-promoter luciferase, 24 h; % of positive control, neutral wells = 0; activation, % at 12.5 µM; 0.75% of 300,000 active; AID 588334;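 active means mean activation of at least 80% with every replicate also reaching 80%; inconclusive means mean reaches 80% but some replicate falls short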;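 further: 0% = neutral control wells and 100% = parthenolide positive control wells; values of inactives mirror those of a sister screen read the other way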
# The depositor's hits bear a star; ? = inconclusive; . = not tested or not shown.
SMILES,V-ATPase pHluor,Wnt bcat act,CAL PDZ FP-1,dFosB act,CDK5 p35 inh,CAL PDZ FP-2,cardiac RTF act,Rtt109 Vps75,Tat export inh,MITF TRPM1 HTS
COc1cccc(NC(=O)C2CCCN(c3ncnc4c3nc3n4CCCCC3)C2)c1 (stereo unspecified),1,-1,5,-10,1.9,-2.6,-6,-5,3,6
COc1cccc(N2C(=O)CC(N3CCN(C(=O)c4ccco4)CC3)C2=O)c1 (stereo unspecified),3,1,-4,-3,-3.3,0.3,1,-24,0,8
CNc1nc2cc([N+](=O)[O-])c([N+](=O)[O-])cc2nc1NC,-4,-4,-10,1,-0.5,0.8,1,-7,2,-38
COC(=O)C1Sc2[nH]c(=O)sc2C(c2ccc(Cl)cc2)C1C(=O)OC (stereo unspecified),1,-2,.,1,0.1,-3.0,4,19,-1,-9
COC(=O)c1ccc([N+](=O)[O-])cc1N1C(=O)C2C3CCC(C3)C2C1=O (stereo unspecified),2,0,3,-3,-0.4,-2.8,-3,-6,1,4
C=CCSc1n[nH]c(-c2ccc(OCCC)cc2)n1,3,21,-1,-11,0.3,-0.9,-1,2,10,92*
CC1=NOC(=O)/C1=C\c1ccc(-c2ccc(Br)cc2C(=O)O)o1,1,0,1,-7,-3.2,0.2,4,3,-5,9
O=C(O)C1CCCCN1C(=O)c1cc2c(s1)CCCCC2 (stereo unspecified),-6,0,-7,-6,-0.1,-1.7,3,3,2,-4
O=S(=O)(NCC1CCN(c2ccc(S(=O)(=O)N3CCOCC3)cc2)CC1)c1ccc(F)cc1,2,-3,-4,-2,-0.6,-3.0,4,18,1,.
CCC1=NN(C(=O)c2ccc([N+](=O)[O-])cc2)C(O)(c2ccccc2)C1 (stereo unspecified),-1,-3,-2,-1,1.3,-19,2,4,-3,-11
O=C(c1ccc2[nH]ccc2c1)N1CCCC(Nc2ccccc2)C1 (stereo unspecified),-6,1,.,-8,-1.1,0.0,-4,10,-3,-2
Cc1ccn(CCC(=O)N2c3ccccc3CC2C)n1 (stereo unspecified),-1,-1,-2,1,0.4,-2.5,-3,4,-5,-2
Nc1ncnc2c1ncn2[C@@H]1O[C@H](CN=C2NS(=O)(=O)c3ccccc32)[C@@H](O)[C@H]1O,1,-2,-3,-2,-0.6,1.0,2,-12,-9,-3
CCN(CC)S(=O)(=O)c1cccc(C(=O)NC2CCCCC2)c1,-1,3,-2,-7,2.5,-2.1,-4,-7,3,17
O=C(Cn1ccc2ccccc2c1=O)NCCC(=O)Nc1ccc(F)cc1F,2,0,-1,-11,1.1,-2.1,9,4,-1,-10
O=S(=O)(NNc1nccc(C(F)(F)F)n1)c1cccc(Cl)c1Cl,-1,-1,-7,-16,-0.9,-0.4,2,-1,-3,-13
CCc1n[nH]c(=S)n1/N=C/c1ccc(-c2ccc(Br)cc2)o1,-3,-1,.,-7,-5.7,0.7,4,-2,2,.
COc1ccc2nc(C)c3c(c2c1)OC(C(C)(Cl)Br)C3 (stereo unspecified),-4,0,-5,-5,-0.6,-2.7,1,22,-16,3
COc1cccc(C2CC(c3cccs3)Nc3ncnn32)c1 (stereo unspecified),-5,.,1,4,-0.1,-0.6,-1,3,4,12
CCn1nc(C(=O)NNC(=O)C(Cc2ccccc2)NC(N)=O)c2ccccc2c1=O (stereo unspecified),0,-4,-3,3,0.9,-0.2,-4,-5,-7,13
CC1CCN(S(=O)(=O)c2cccc(C(=O)Nc3ccccc3)c2)CC1,0,-1,1,-6,0.0,-1.3,-7,6,4,-9
CCN1CCN(c2cc(=O)n(-c3cc(Cl)ccc3C)c(=O)[nH]2)CC1,-1,.,.,3,-2.7,-1.1,-6,4,0,-5
COc1ccc(C(=O)N[C@H](C(=O)NCCCn2nc(C)cc2C)C(C)C)cc1,1,0,1,-4,0.5,0.8,-3,9,-8,-10
O=C(CCNC(=O)c1ccccc1Cl)Nc1cc(C(F)(F)F)ccc1Cl,-3,-2,1,34*,-1.9,-1.3,-1,-2,8,5
O=C(c1cc2nc(-c3ccccc3)cc(C(F)(F)F)n2n1)N1CCN2CCCC2C1 (stereo unspecified),0,2,-5,-16,-1.3,-2.8,-5,-3,5,-9

# A different layout for some results above:
molecule	V-ATPase pHluor	Wnt bcat act	CAL PDZ FP-1	dFosB act	CDK5 p35 inh	CAL PDZ FP-2	cardiac RTF act	Rtt109 Vps75	Tat export inh	MITF TRPM1 HTS
C=CCSc1n[nH]c(-c2ccc(OCCC)cc2)n1	3	21	-1	-11	0.3	-0.9	-1	2	10	92*
CC1=NOC(=O)/C1=C\c1ccc(-c2ccc(Br)cc2C(=O)O)o1	1	0	1	-7	-3.2	0.2	4	3	-5	9
O=C(O)C1CCCCN1C(=O)c1cc2c(s1)CCCCC2 (stereo unspecified)	-6	0	-7	-6	-0.1	-1.7	3	3	2	-4
O=S(=O)(NCC1CCN(c2ccc(S(=O)(=O)N3CCOCC3)cc2)CC1)c1ccc(F)cc1	2	-3	-4	-2	-0.6	-3.0	4	18	1	.
CCC1=NN(C(=O)c2ccc([N+](=O)[O-])cc2)C(O)(c2ccccc2)C1 (stereo unspecified)	-1	-3	-2	-1	1.3	-19	2	4	-3	-11
O=C(c1ccc2[nH]ccc2c1)N1CCCC(Nc2ccccc2)C1 (stereo unspecified)	-6	1	.	-8	-1.1	0.0	-4	10	-3	-2
Cc1ccn(CCC(=O)N2c3ccccc3CC2C)n1 (stereo unspecified)	-1	-1	-2	1	0.4	-2.5	-3	4	-5	-2
Nc1ncnc2c1ncn2[C@@H]1O[C@H](CN=C2NS(=O)(=O)c3ccccc32)[C@@H](O)[C@H]1O	1	-2	-3	-2	-0.6	1.0	2	-12	-9	-3
CCN(CC)S(=O)(=O)c1cccc(C(=O)NC2CCCCC2)c1	-1	3	-2	-7	2.5	-2.1	-4	-7	3	17

# More compounds.
SMILES,V-ATPase pHluor,Wnt bcat act,CAL PDZ FP-1,dFosB act,CDK5 p35 inh,CAL PDZ FP-2,cardiac RTF act,Rtt109 Vps75,Tat export inh,MITF TRPM1 HTS
O=[N+]([O-])c1ccc(OCCCCN2CCc3ccccc3C2)cc1,-3,-2,2,-1,-1.4,-1.0,0,2,0,-12
CCCn1c2ccccc2c2cnn(CC(=O)N(CC)CC)c(=O)c21,-1,0,-7,-13,0.9,-1.0,-3,4,7,12
COc1cc(C2C(C(=O)c3cc4ccccc4o3)=C(O)C(=O)N2c2cc(C)on2)cc(OC)c1OC (stereo unspecified),1,-1,-6,-14,0.6,-2.5,-3,13,4,-8
O=C(NCCOc1ccccc1)C1CCC(=O)N(CCCN2CCCC2=O)C1 (stereo unspecified),-3,1,-1,-8,-1.5,0.4,-4,14,-4,16
Cc1noc(C)c1CSCC(=O)NC1=NCCS1,-3,-7,3,5,-0.1,-1.7,0,10,-1,.
CCOC(=O)c1cnc2ccccc2c1Nc1cccc(C(=O)O)c1,3,1,-2,0,-2.9,0.2,7,8,1,-3
Cc1cc(NC(=O)c2ccc3nc(C)sc3c2)no1,4,.,-4,-12,2.6,-2.5,-5,.,-2,4
Cc1nc(NC(=O)c2ccc3c(c2)OCO3)ccc1Br,1,-3,.,-4,-4.9,-0.4,4,9,1,129*
COC(=O)Nc1ccc(S(=O)(=O)N(CCO)CCO)cc1,-1,0,-5,4,-3.0,0.0,1,-29,20,-5
CCOC(=O)C1CCCN(C(=O)c2cc3cc(OC)c(OC)cc3[nH]2)C1 (stereo unspecified),-1,0,-4,-2,0.1,1.8,-3,6,-2,0
O=C(c1cc2cc([N+](=O)[O-])ccc2oc1=O)N1CCN(C2CCCCC2)CC1,-2,-3,-3,-4,0.5,.,4,9,-5,-5
CCN(CC)S(=O)(=O)c1ccc(NC(=O)COC(=O)CNC(=O)C2CCCCC2)cc1,1,-2,1,-9,-0.4,-0.8,-6,1,6,8
CCc1ccc(N2C(=O)Nc3ccccc3C2(O)C(=O)N2CCN(c3ccccn3)CC2)cc1 (stereo unspecified),1,0,.,0,0.2,0.4,0,7,-7,21
CC(=O)N/N=C/c1cc2c(cc1[N+](=O)[O-])OCO2,-1,-1,.,-8,1.5,0.1,5,5,-5,4
COc1ccccc1C(=O)N/C(=C\c1cn(S(=O)(=O)N(C)C)c2ccccc12)C(=O)NCCCN1CCOCC1,1,0,-5,-15,-3.3,-2.2,0,11,3,-2
O=C(Cn1c(=O)oc2cc(S(=O)(=O)N3CCCC3)ccc21)Nc1cccc(C(F)(F)F)c1,3,-2,1,2,0.1,-0.1,4,5,2,-9
Cc1c(C)c2c(OCC(=O)Nc3ccc(CCO)cc3)cc3c(c2oc1=O)CCC(C)(C)O3,-1,-1,-8,3,0.3,-8.2,-4,-2,4,4
O=C(O)CCC(=O)NN1C(=O)c2ccccc2NC1c1ccc(F)cc1 (stereo unspecified),5,-1,-6,-2,1.7,-2.1,3,-18,0,10
Cc1ccc(S(=O)(=O)NC(=O)NCc2ccc(Cl)cc2)cc1,1,-2,-3,-5,-1.6,-1.5,-6,.,11,-5
CC(C)(C)n1nc2c(c1NC(=O)Cc1ccc(F)cc1)CSC2,4,-4,.,-13,-0.1,-1.5,2,-5,0,.
O=C(Nc1ccc(S(=O)(=O)N2CCOCC2)cc1)c1ccc([N+](=O)[O-])o1,-3,-2,-3,2,0.0,-0.8,3,10,-12,-47
Cc1cc2c(c(SCC(=O)NCc3ccc(Cl)cc3)n1)C(=O)OC2,-3,-1,-10,?,-1.0,-0.1,-1,2,-11,3
Cc1cc(CNC(=O)CC2C(=O)NCCN2Cc2ccccc2C(F)(F)F)on1 (stereo unspecified),-2,-2,.,-5,-3.8,-0.4,8,1,-6,11
O=C(Nc1ccccc1)c1cc(S(=O)(=O)Nc2cccnc2)ccc1Cl,2,3,-3,0,-0.4,-1.8,8,-1,-4,4
O=S(=O)(Nc1cccc(-c2ccc(N3CCCCCC3)nn2)c1)c1ccccc1F,-2,26,-3,-8,0.0,-4.2,2,5,3,72
CC(Oc1ccccc1)c1ccnc2nc(/N=C/N(C)C)nn12 (stereo unspecified),4,.,.,5,1.4,-2.5,-3,-5,9,-10
CCOC(=O)NC(=O)CSc1nc2ccccc2[nH]1,0,0,-2,-2,-4.3,-0.1,7,-17,0,-3
COc1cc(NC(=O)C2=C(C)OCCS2)c(Cl)cc1C(=O)NCCN1CCN(C)CC1,3,2,-7,0,-0.8,-3.8,-1,6,-5,11
Cc1cc(C(=O)COC(=O)c2ccc(O)cc2)c(C)n1CC(F)(F)F,-1,51*,-5,-8,0.3,-0.8,4,2,16,.

# Bioassay records deposited in PubChem BioAssay by several laboratories.
